HIF activator: HIF pathway transcriptional activation. U2OS HRE-luciferase reporter, luminescence; normalized: DMSO 0%, desferrioxamine 100%. activation, % at 7.5 µM (by protocol). 0.32% of 300,000 active;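 active = mean activation of at least 10% of the iron chelator positive control signal, with at least half of replicates also reaching 10%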
KLF5 inh: kruppel-like factor 5 inhibition. DLD-1 KLF5 promoter-luciferase reporter, luminescence. inhibition, % at 5 µM. 0.23% of 290,000 active;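 active = inhibition above a per-plate limit of that plate's mean compound inhibition plus 3 SD, cut at about 60% in these data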;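 also: 0% = DMSO wells and 100% = LY294002 at 200 µM; higher means less KLF5 promoter-driven luciferase light; inactives centre near -14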
TRPC4 inh: inhibitors of mouse TRPC4 channel. HEK293 TRPC4beta/mu-opioid, DAMGO-evoked Fluo4 calcium flux; active compounds read low. B-score at 10 µM. 0.39% of 300,000 active;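 active = B-score over 3 SD under the library average, no early fluorescence shift, positive overall ratio signal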
Target sequence (Q9QUQ5 whole entry, looked up): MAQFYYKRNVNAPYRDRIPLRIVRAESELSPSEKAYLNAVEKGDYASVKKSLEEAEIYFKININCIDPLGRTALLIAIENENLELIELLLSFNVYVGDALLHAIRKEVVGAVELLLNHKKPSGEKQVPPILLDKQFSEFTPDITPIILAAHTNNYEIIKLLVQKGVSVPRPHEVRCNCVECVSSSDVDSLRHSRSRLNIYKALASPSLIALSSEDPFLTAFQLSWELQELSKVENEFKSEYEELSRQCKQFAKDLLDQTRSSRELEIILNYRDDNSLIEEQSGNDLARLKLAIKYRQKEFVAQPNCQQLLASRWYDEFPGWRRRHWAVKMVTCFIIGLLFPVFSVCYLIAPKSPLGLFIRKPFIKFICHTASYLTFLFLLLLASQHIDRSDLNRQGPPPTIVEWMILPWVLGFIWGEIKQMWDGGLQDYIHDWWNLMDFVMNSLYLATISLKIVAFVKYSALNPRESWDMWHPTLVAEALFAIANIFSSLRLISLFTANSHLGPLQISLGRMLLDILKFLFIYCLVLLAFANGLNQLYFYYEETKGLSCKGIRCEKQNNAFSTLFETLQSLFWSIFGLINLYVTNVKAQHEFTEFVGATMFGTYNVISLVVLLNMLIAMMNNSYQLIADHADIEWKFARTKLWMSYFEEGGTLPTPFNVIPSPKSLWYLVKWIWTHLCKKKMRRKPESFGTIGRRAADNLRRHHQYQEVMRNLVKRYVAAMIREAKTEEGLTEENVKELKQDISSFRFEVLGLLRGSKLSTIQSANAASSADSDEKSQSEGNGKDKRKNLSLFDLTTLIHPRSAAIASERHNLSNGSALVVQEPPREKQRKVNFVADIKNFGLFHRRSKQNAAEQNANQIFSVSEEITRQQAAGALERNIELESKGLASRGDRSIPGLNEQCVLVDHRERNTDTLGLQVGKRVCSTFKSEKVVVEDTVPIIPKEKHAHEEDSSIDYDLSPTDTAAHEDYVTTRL
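System: stable TRPC4beta/mu-opioid receptor HEK293 cells; Dosing: single-point compound dosing; Measured by: Fluo4 Ca2+ flux fluorescence; Read-out basis: per-well B score of integrated baseline-normalized Fluo4 ratio.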
TRPC4 act: opens the mouse TRPC4 cation channel; B-score at 10 µM; HEK293 TRPC4beta/mu-opioid, Fluo4 calcium fluorescence; active compounds read high; Q9QUQ5; 0.49% of 310,000 active;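 active = B-score above 5 SD of library B-scores, and initial fluorescence ratio not above library mean plus 5 SD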;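 also: positive B-score marks a calcium rise read as TRPC4 activation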
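Material: TRPC4beta and mu-opioid receptor HEK293 stable cells | Incubation: 45 min room-temperature Fluo4 loading, 110 s read | Detection: Kinetic Fluo4 calcium fluorescence | Measure: Integrated baseline-normalised fluorescence ratio, converted to per-well B score | Benchmarks: Low control buffer alone, high control maximal DAMGO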
TRPC6 inh: mouse TRPC6 channel inhibition | HEK293-TRPC6, membrane potential dye, ACh-evoked depolarization; active compounds read low | 1.1% of 310,000 active | AID 2553 | Q61143 | B-score at 10 µM;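 active = B-score under library mean minus 3 SD, initial fluorescence not abnormally high, positive integrated signal ratio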;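 also: B-score derived from integrated fluorescence ratio over the kinetic read; more negative B-score means stronger inhibition of depolarization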
TRPC4 PAM: allosterically enhances the mouse TRPC4 cation channel | Q9QUQ5 | HEK293 TRPC4beta/mu-opioid, DAMGO EC20, Fluo-4 Ca2+ flux; active compounds read high | B-score at 10 µM | 0.42% of 310,000 active | AID 2227;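 active = B-score of calcium response area above 5 SD of library B-scores, with initial fluorescence ratio within 5 SD of library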;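 also: B-score of integrated fluorescence ratio over time as area under calcium response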
SKKanGAS inh: inhibitors of SKKanGAS S. pyogenes growth in kanamycin (SK-promoter or general growth effect) | BacTiter-Glo, 6 h | inhibition, % at 7.5 µM | 1.3% of 300,000 active | AID 1662;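 active = mean replicate score, as percent of positive control median, at least 50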;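 also: strain carries kanamycin resistance gene driven by streptokinase promoter and grows in 40 µg/ml kanamycin; loss of luminescence reflects streptokinase promoter inhibition or plain growth inhibition; 0% = median of DMSO wells and 100% = positive control at its reference dose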
IEC-6 cytotox: IEC-6 cytotoxicity, counter-screen for KLF5 inhibitors; luminescence viability; inhibition, % at 5 µM; 0.78% of 290,000 active; in the data active = inhibition above about 22%;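 also: 0% = plate median of test compound wells and 100% = cytotoxic reference compound wells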
MrgX1 antagonist: human MrgX1 receptor antagonism, primary screen; MRGX1-HEK293 calcium flux, Fluo-4, BAM8-22 antagonism; active compounds read low; B-score at 10 µM; 1.3% of 310,000 active; AID 588676;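 active = calcium-response B-score plate-corrected more than 3 library SD below zero, starting fluorescence within 5 deviations, no agonist response on first addition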;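 also: peak minus trough fluorescence over baseline after final BAM8-22 challenge near maximal dose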
TRPC6 act: mouse TRPC6 channel activation. Q61143. HEK293-TRPC6 membrane potential dye fluorescence; active compounds read high. 0.13% of 310,000 active. B-score at 10 µM;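 active = B-score of the integrated fluorescence ratio above library mean plus 3 SD, and starting fluorescence ratio within library mean plus 5 SD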;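 also: higher score means more depolarization so channel activation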
aSyn UTR inh: 5' untranslated region of α-synuclein, MLPCN primary screen. alpha-synuclein 5'UTR reporter, inhibitor activity. inhibition, % (tested at 7.5 µM). 0.82% of 300,000 active; in the data active = inhibition above about 60%;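 also: H4 neuroglioblastoma cells stably carrying SNCA 5'UTR luciferase fusion; 0% = DMSO wells and 100% = positive control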
The depositor's hits bear a star; i = inactive; . = not tested or not shown. Rows are unselected, and some 5.8% of all compounds hit somewhere here.

Compound,KLF5 inh,TRPC6 inh,HIF activator,SKKanGAS inh,MrgX1 antagonist,IEC-6 cytotox,TRPC4 PAM,TRPC4 act,TRPC6 act,TRPC4 inh,aSyn UTR inh
CC1CCN(C(=S)NC(=O)C2CCCCC2)CC1,-23.5,i,-0.1,-5.0,i,2.0,i,i,i,i,-3.4
CCCCS(=O)(=O)/C=C\C1C2C=CC(C2)C1S(=O)(=O)CCCC (stereo not drawn),2.0,i,-0.1,-5.2,i,-2.6,i,i,i,i,-34.5
CC1(C)CC(=O)C/C(=N\NC(=O)Cc2ccccc2)C1,-18.4,i,0.1,3.1,i,-5.4,i,i,i,i,3.0
CN(CC(=O)Nc1cccc(F)c1)C(=O)/C=C/c1ccc2ccccc2n1,-1.3,i,-6.3,-7.8,i,7.6,i,i,i,i,7.4
O=C(OCn1nnc2ccccc2c1=O)c1cc(-c2ccccc2Cl)nc2ccccc12,-28.7,i,-0.3,-4.4,i,-5.3,i,i,i,i,3.0
CSc1nc(N2CCOCC2)nc2ccc(C)cc12,.,i,0.3,0.4,i,.,i,i,i,i,-3.8
COc1ccc(NC(=O)CSc2nccn2Cc2ccco2)cc1,-96.3,i,2.6,14.1,i,2.6,i,i,i,i,-96.0
CN(Cc1ccccc1)C(=O)CN(C)S(=O)(=O)c1ccc(F)cc1,-23.0,i,-1.0,5.4,i,2.8,i,i,i,i,-10.3
NC(=O)c1c(NC(=O)CN2CCOCC2)sc2c1CCC2,-23.1,i,-0.5,-3.4,i,0.8,i,i,i,i,-6.8
CCCCc1c(O)nc(N2CCN(Cc3ccccc3)CC2)[nH]c1=O,-7.4,i,-0.9,-8.3,i,-4.5,i,i,i,i,-4.0
Cc1ccc2c(c1)C1OCCC1C1N2C(=O)C2C(C(=O)O)C3C=CC21O3 (stereo not drawn),-19.7,i,-0.3,1.2,i,-4.3,i,i,i,i,-9.9
CCNC(=S)Nc1ccc(Cl)cc1,-1.7,i,1.5,6.8,-6.03*,-2.1,i,i,i,i,-29.2
O=C(COC(=O)c1cc(S(=O)(=O)N2CCCCC2)ccc1N1CCOCC1)NC1CCCCC1,-4.4,i,-0.9,-6.7,i,5.4,i,i,i,i,6.7
O=C1COc2ccc(C(=O)COC(=O)c3cc(S(=O)(=O)NCc4ccccc4)ccc3O)cc2N1,-11.1,i,-0.2,-1.6,i,-8.2,i,i,i,i,-3.1
COc1cc(CO)cc(Br)c1OCC(=O)N1CCCCC1,5.8,i,-0.5,-7.0,i,-0.2,i,i,i,i,19.8
CC(=O)Nc1ccc(C=C(C(C)=O)C(C)=O)cc1,1.5,i,0.4,6.4,i,5.5,i,i,i,i,-20.7
Cc1ccccc1NC(=O)Cc1nc(COC(=O)CCOc2ccccc2)cs1,-9.1,i,0.8,-5.7,i,0.0,i,i,i,i,-6.3
C/C(=N/NC(=O)Cc1cc(=O)[nH][nH]1)c1ccc([N+](=O)[O-])cc1,-1.7,i,-0.1,1.1,i,3.5,i,i,i,i,5.4
O=C(NCCCNc1ccc(C(F)(F)F)cc1[N+](=O)[O-])c1cc(F)c(F)cc1Cl,-16.4,i,0.0,10.3,i,-1.9,i,i,i,i,3.9
COc1ccc(C(NC=O)c2cc(OC)c(OC)cc2Br)cc1OC (stereo not drawn),-7.5,i,0.1,-0.6,i,-1.0,i,i,i,i,5.8
CCN(CC)S(=O)(=O)c1ccc(N2CCN(C)CC2)c(NC(=O)c2cc(=O)c3ccccc3o2)c1,-26.4,i,-0.9,2.2,i,2.1,i,i,i,i,1.9
CC1CN(CC(=O)NCc2ccc(Cl)cc2)CC(C)O1 (stereo not drawn),-17.6,i,-0.6,-3.9,i,-2.4,i,i,i,i,8.2
O=C(CSc1nnnn1-c1ccccc1)Nc1ccc(Cl)cc1,-3.7,i,0.2,-5.8,i,-0.9,i,i,i,i,2.2
COC(=O)CC1C(=O)NCCN1C(=O)NC1CCCCC1 (stereo not drawn),-107.9,i,-5.6,-1.5,i,-6.6,i,i,i,i,-19.8
COCCNC(=O)COCc1cc(-c2ccc3c(c2)OCO3)on1,-2.5,i,-0.1,0.8,i,5.3,i,i,i,i,-17.6
CCc1cc2c(=O)n(Cc3ccccc3)c(SC3CCOC3=O)nc2s1 (stereo not drawn),-6.9,i,-0.4,0.6,i,4.9,i,i,i,i,-8.8
Cc1ccc(CSc2nnc(C(F)(F)F)n2Cc2ccc(F)cc2)cc1,-13.3,i,0.3,1.5,i,3.2,i,i,i,i,-45.6
CCOCCOC(=O)c1ccc(-n2cnc(C)n2)nc1,-28.4,i,0.1,1.7,i,2.9,i,i,i,i,-2.8
CCN(CC)CCCNC(=O)c1sc2nc(-c3ccc(F)cc3)cn2c1C,-17.1,i,0.0,-3.0,i,1.7,i,i,i,i,-108.0
CCOC(=O)C(=O)C1=C(N2CCOCC2)/C(=C\c2cccc([N+](=O)[O-])c2)CC1,-14.9,i,1.2,1.2,i,0.3,i,i,i,i,-11.9
O=C(COC(=O)c1ccc(S(=O)(=O)Nc2ccccc2)cc1)NCCN1C(=O)CSC1=O,-4.7,i,-0.2,10.1,i,-5.2,i,i,i,i,-18.0
CCN(CC)C(=O)CSC1=N/C(=C/c2ccco2)C(=O)N1c1ccc(OC)c(Cl)c1,6.8,i,0.1,1.5,i,-1.8,i,i,i,i,14.7
CCCCC1S/C(=N/N=C/c2cccs2)NC1=O (stereo not drawn),-28.7,i,0.7,-10.3,i,10.8,i,i,i,i,-28.5
COc1ccc(CNC(=O)CCn2c(=O)oc3ccccc32)c(OC)c1,-16.5,i,0.7,-0.1,i,3.8,i,i,i,i,-3.8
CCC(C)NC(=O)[C@@H]1CSC2c3ccccc3C(=O)N21 (stereo partly drawn),-11.3,i,1.2,-1.4,i,5.0,i,i,i,i,12.1
Cc1nn(C)c(C)c1NC(=S)Nc1ccc(S(=O)(=O)Nc2ncccn2)cc1,-6.2,i,-0.5,5.9,i,9.4,i,i,i,i,6.9
O=C(CCCc1cccs1)Nc1nc(-c2ccc(F)cc2)cs1,-30.6,i,-0.2,7.6,i,6.0,i,i,i,i,-42.0
Cn1c(=O)oc2cc(S(=O)(=O)N3CCC(C(=O)N4CCc5ccccc5C4)CC3)ccc21,-14.1,i,-0.5,2.1,i,-1.0,i,i,i,i,11.8
Cc1cc(NC(=O)CSc2nnc(-c3cccc(Cl)c3)o2)no1,-14.0,i,0.4,7.9,i,6.1,i,i,i,i,-28.3
O=C(CSCc1ccccc1)N1CCc2ccccc21,-153.6,i,1.1,10.2,i,-3.7,i,i,i,i,-92.8
O=C(COC(=O)c1n[nH]c(=O)c2ccccc12)c1ccc(Br)cc1,-7.5,i,-0.3,-2.1,i,-6.9,i,i,i,i,-4.3
O=c1c2c3c(sc2nc(NCCO)n1-c1ccccc1)CCCC3,0.8,i,-2.2,15.5,i,-0.8,i,i,i,i,3.4
C=CCNc1nc(-c2ccc3c(c2)OCCO3)cs1,-99.8,i,1.1,4.4,i,4.8,i,i,i,i,-133.7
Cc1c(C(=O)N2CCOCC2)[nH]c2c1C(=O)CC(c1ccccc1Cl)C2 (stereo not drawn),60.8,i,0.0,-4.7,i,59.7*,i,i,i,i,4.1
Cc1c(C#N)c(N)c(C(=O)c2ccccc2)n1Cc1ccccc1,-5.0,i,0.6,-1.3,i,-3.3,i,i,i,i,19.3
Cc1nn(C)cc1CNCc1c(C(=O)N2CCCCC2)nc2c(C)cccn12,-13.7,i,-0.1,-10.6,i,3.5,i,i,i,i,1.5
Cc1csc(NC(=O)CSc2nccn2C)n1,-34.4,i,0.7,-4.9,i,-2.8,i,i,i,i,-32.4
Cc1ccc(CS(=O)Cc2ccc(C(=O)N3CCN(C4CCCCC4)CC3)o2)cc1 (stereo not drawn),-3.8,i,0.1,0.5,i,7.6,i,i,i,i,2.8
Cc1ccc(N2C(=O)c3n[nH]c(C)c3C2c2ccco2)cc1 (stereo not drawn),-43.6,i,2.4,-3.5,i,1.8,i,i,i,i,-65.2
COc1ccc(S(=O)(=O)Nc2cccnc2)cc1OC,-12.5,i,-0.1,0.9,i,-6.2,i,i,i,i,-8.0
Cc1c(C)c2ccc(OCC(=O)N3CCN(c4cccc(Cl)c4)CC3)cc2oc1=O,-7.9,i,-0.3,23.7,i,11.6,i,i,i,i,5.2
COc1ccc(CCNC(=O)C2CCN(S(C)(=O)=O)CC2)cc1,-0.2,i,0.0,-0.4,i,-2.7,i,i,i,i,9.4
COCCNC(=S)N/N=C/c1ccccc1C(=O)O,-2.2,i,-0.6,-2.7,i,-0.1,i,i,i,i,15.6
CCCNC(=O)N1CCC(c2nc3ccccc3s2)CC1,-56.0,i,0.2,-8.8,i,-4.2,i,i,i,i,-8.4
O=S(=O)(c1ccccc1)N(CC(O)COc1ccccc1)c1ccccc1 (stereo not drawn),-13.8,i,-0.7,-0.7,i,-6.1,i,i,i,i,11.6
O=C(Nc1ccc(OC(F)F)c(Cl)c1)c1cccc(OC(F)F)c1,-71.3,i,2.3,-0.6,i,1.9,i,i,i,.,-82.5
Oc1ccc(-c2c(C3=CCCCC3)sc3ccccc23)cc1,-11.3,i,-1.3,56.1*,i,-2.2,i,i,i,i,-11.5
Cc1nn(-c2ccccc2)c(Cl)c1/C=N/NC(=O)CCNc1n[nH]c(=O)[nH]c1=O,-6.1,i,0.0,6.8,i,-7.2,i,i,i,i,24.6
COc1ccc(C(CNC(=O)CCNC(=O)c2ccccc2OC)N2CCCC2)cc1 (stereo not drawn),.,i,-0.2,-2.5,i,.,i,i,i,i,-14.7
Cc1ccc2[nH]c(=O)c(CN(Cc3ccccc3Cl)C(=O)N3CCOCC3)cc2c1,-18.8,i,-0.6,-24.3,i,-6.1,i,i,i,i,1.0

Following part:
Compound,KLF5 inh,TRPC6 inh,HIF activator,SKKanGAS inh,MrgX1 antagonist,IEC-6 cytotox,TRPC4 PAM,TRPC4 act,TRPC6 act,TRPC4 inh,aSyn UTR inh
CCOCCCNCC(O)c1ccccc1 (stereo not drawn),-9.2,i,0.1,-3.1,i,1.9,i,i,i,i,19.2
CCC1(C(=O)OC)NC(c2ccco2)C2C(=O)N(c3ccccc3)C(=O)C21 (stereo not drawn),-7.0,i,-0.1,-1.3,i,-6.6,i,i,i,i,-11.6
O=C(CC1C(=O)NCCN1Cc1cccc(F)c1)NCCCCCN1CCOCC1 (stereo not drawn),-41.9,i,0.1,13.6,i,2.1,i,i,i,i,-9.1
Cn1nc(C(=O)Nc2c(-c3ccccc3)nc3sccn23)c2ccccc2c1=O,-9.3,i,0.4,39.3,i,3.7,i,i,i,i,-4.0
COC(=O)c1sc2ccccc2c1NC(=O)c1ccc(S(=O)(=O)N2CC(C)CC(C)C2)cc1 (stereo not drawn),2.1,i,-0.1,27.3,i,8.9,i,i,i,i,18.4

Bioassay records deposited in PubChem BioAssay by several laboratories.
